Compound activity as filed in PubChem.
HBB splicing: qHTS Assay for Modulators of Hemoglobin Beta Chain Splicing; HBB splicing reporter cell assay, activation; EGFP reporter with mutant IVS2-654 intron; response scale: normalised to 500 nM splice-correcting PNA; 65,000 tested, 0.06% active; AID 925, 2007; Potency, µM (doses to about 46.1 µM), for the others: at the highest dose activation, hits mostly activators; further: potency means the concentration at half of the fitted maximal effect; 0% is about no effect
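Compounds were applied for 2 days to HeLa EGFP-654 cells, 500/well in Optimem with 2% FCS. The reporter's EGFP is disrupted by mis-splicing of beta-globin intron IVS2-654. Readout: summed well GFP fluorescence from 488 nm laser scanning; reference was 500 nM antisense […] 654 PNA.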
4MU fluor: qHTS Assay for Spectroscopic Profiling in 4-MU Spectral Region. compound autofluorescence, 340/450 nm, 4-MU equivalents; stronger effect = higher value. max dye-equivalent concentration, M. 59,000 tested, 11% active. AID 589, 2007; in the data active means max dye-equivalent concentration above about 10 nM; inconclusive means mostly about 1.1 nM to 9.6 nM
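Compounds in 100 mM Tris, pH 8.0, sat 15 min at room temperature before fluorescence was read at 340 nm excitation/450 nm emission; a per-plate six-point 4-MU standard curve converted signals to dye-equivalent concentration at each compound concentration.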
CRE Fsk mod: Cell signaling CRE-BLA (Fsk stim); Potency, µM (highest dose often 38.2 µM), without a hit: at the top dose activity change, negative = inhibition, most hits filed as activators; 71,000 tested, 2.5% active; CHO CRE-bla reporter (cAMP response element driving beta-lactamase), forskolin EC10, beta-lactamase ratio; active means well fitted activation curve with a large enough effect in the signal ratio, with a control signal flat, not every such curve was filed as active; inconclusive means small, poorly fitted or top-dose-only effect, or effect the other way, or a change in a side signal; the % refers to the signal ratio; further: potency means the concentration at half of the fitted maximal effect; % of control where 0% means no effect
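Modulation of forskolin signalling: compounds in titration series added with EC10 NKH 477 to CHO cells carrying a CRE-driven beta-lactamase reporter, 3 h, 37C. CCF4 FRET ratio (460/530 nm, ex 405 nm) gives %activity and AC50.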
Epigenetic mod: qHTS Assay for Epigenetic Modulators. mouse C127i GFP locus derepression, cytometry, 30 h. AID 597, 2007. Potency, µM (titrated, usually from 46.1 µM), for inactives: top-dose GFP derepression (activation). 68,000 tested, 0.09% active; further: % of control where 0% means no effect
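Derepression screen: silenced CMV-GFP reporter in murine C127i cells, 30 h compound incubation at 37 C, washed cells imaged by laser-scanning cytometer to enumerate GFP-expressing objects of 20 to 120 um.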
Texas Red fluor: qHTS Assay for Spectroscopic Profiling in Texas Red Spectral Region; Compound fluorescence, Texas Red channel, 547/618 nm; stronger effect = higher value; max dye-equivalent concentration, M; 59,000 tested, 0.06% active; in the data active means max dye-equivalent concentration above about 10 nM; inconclusive means between about 1.1 nM and that limit
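Compound fluorescence was read after 15 min at room temperature in 100 mM Tris, pH 8.0, using 547 nm excitation and 618 nm emission across a concentration series. It was expressed as Texas Red dye-equivalent concentration from an on-plate standard curve.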
ERK AVP inh: qHTS Assay for Inhibitors of the ERK Signaling Pathway using a Homogeneous Screening Assay; HEK293-V1b, vasopressin-stimulated pERK AlphaScreen; Potency, µM (highest dose often 57.5 µM), for inactives: at the highest dose activity, negative = inhibition, hits mostly inhibitors; AID 995, 2007; 72,000 tested, 0.99% active; further: potency means the concentration at half of the fitted maximal effect; on the % scale 0 is the no-effect control and ±100 the full control effect; nearly all actives have a fitted effect of over 55% in size
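HEK293 cells stably expressing V1b receptor, seeded overnight in 1% FBS, were treated with compounds for 30 min at 37C, then stimulated 5 min with 25 nM vasopressin; phospho-ERK read by AlphaScreen SureFire after lysis.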
Ub-GFP proteasome: Ubiquitin-GFP Assay | Ubiquitin-GFP reporter cells, proteasome inhibition, GFP fluorescence; response scale: untreated = 0%, 10 µM MG-132 = 100% | Potency, µM (highest dose often 45.9 µM), inactives show at the highest dose activation (GFP accumulation), most hits filed as activators | 67,000 tested, under 10 active; active means well fitted activation curve with a large enough effect, not every such curve was filed as active; inconclusive means small, poorly fitted or top-dose-only effect, or another doubt; inactive means no such curve, though single readings can be large or run the other way; further: potency means the concentration at half of the fitted maximal effect
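Reporter cells (U2OS, ubiquitin-G76V-GFP fusion) are plated overnight, then treated 4 hr at 37 °C with compound titrations from 46 uM down to 2.9 nM. Activity is scaled against untreated cells and 10 uM MG-132.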
Fluorescein fluor: qHTS Assay for Spectroscopic Profiling in Fluorescein Spectral Region. Compound autofluorescence, 480/540 nm, fluorescein-equivalent; stronger effect = higher value. max fluorescein-equivalent concentration, M. 59,000 tested, 0.91% active. AID 593, 2007; in the data active means max fluorescein-equivalent concentration above about 10 nM; inconclusive means between about 1.1 nM and that limit
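Normalized response (dye-equivalent concentration) derives from comparing each well's 540 nm emission, under 480 nm excitation, with plate-resident fluorescein standards. Compounds were held in 100 mM Tris, pH 8.0, for 15 min at room temperature.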
Hsp90 Hop PPI: qHTS Assay for Disrupters of an Hsp90 Co-Chaperone Interaction; Hsp90 C-terminal peptide / TPR2A (Hop) interaction, human; AlphaScreen TPR2A-His6 binding biotin-Hsp90 C-terminal peptide; Potency, µM (doses to about 57 µM), without a hit: at the highest dose activity change, negative = inhibition; 71,000 tested, 0.44% active; active means well fitted curve in either direction with a large enough effect; inconclusive means small, poorly fitted or top-dose-only effect, or another doubt; further: potency means the concentration at half of the fitted maximal effect; on the % scale 0 is the no-effect control and ±100 the full control effect; many of its hits are not listed in these tables
A350 fluor: qHTS Assay for Spectroscopic Profiling in A350 Spectral Region; Compound autofluorescence, 340/450 nm, Alexa 350 dye-equivalents; stronger effect = higher value; max dye-equivalent concentration, M; 59,000 tested, 11% active; AID 590, 2007; in the data active means max dye-equivalent concentration above about 10 nM; inconclusive means mostly about 1.1 nM to 9.6 nM
Luciferase inh: qHTS Assay for Inhibitors of Firefly Luciferase; purified firefly luciferase, luminescence, 8 min; Potency, µM (top dose mostly 57.1 µM), without a hit: top-dose activity change, negative = inhibition, most hits filed as inhibitors; 72,000 tested, 2.2% active; Luciferin 4-monooxygenase (Photinus pyralis), P08659; further: potency means the concentration at half of the fitted maximal effect; on the % scale 0 is the no-effect control and ±100 the full control effect; nearly all actives have a fitted effect of over 40% in size
Target sequence (P08659 whole entry, looked up): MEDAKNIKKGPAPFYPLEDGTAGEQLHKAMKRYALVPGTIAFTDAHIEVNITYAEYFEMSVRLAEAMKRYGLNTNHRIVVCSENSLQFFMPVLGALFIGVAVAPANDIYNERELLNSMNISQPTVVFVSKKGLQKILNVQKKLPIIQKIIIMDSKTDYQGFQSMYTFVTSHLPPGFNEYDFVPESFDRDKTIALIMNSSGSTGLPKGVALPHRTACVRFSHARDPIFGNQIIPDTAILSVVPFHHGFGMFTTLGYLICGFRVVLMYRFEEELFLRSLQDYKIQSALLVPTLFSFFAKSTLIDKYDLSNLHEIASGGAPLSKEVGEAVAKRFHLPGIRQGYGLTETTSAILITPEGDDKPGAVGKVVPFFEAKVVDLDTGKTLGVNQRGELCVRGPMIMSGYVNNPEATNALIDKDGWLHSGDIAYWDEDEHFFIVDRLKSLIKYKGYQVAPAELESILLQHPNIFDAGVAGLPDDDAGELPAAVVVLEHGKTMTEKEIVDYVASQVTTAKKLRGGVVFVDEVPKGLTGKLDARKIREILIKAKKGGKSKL
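qHTS concentration-response profiling: light output of P. pyralis luciferase with luciferin and 10 uM ATP, imidazole buffer pH 7.2. Read by luminescence after 8-min room-temperature incubation.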
* hit, by the source's call; i = inactive; ? = inconclusive; / = no result given; & = joins results of further samples; [ ] = remark or other dose. Unless noted, the call rests on the fitted dose curve; in most records, active means well fitted curve in the direction sought with a large enough effect; inconclusive means small, poorly fitted or top-dose-only effect, or another doubt; inactive means no such curve, though single readings can be large; an effect the other way counts as inactive or inconclusive. A portion of the library. The share of hits here may be higher or lower than overall.

Letters – A = HBB splicing; B = 4MU fluor; C = CRE Fsk mod; D = Epigenetic mod; E = Texas Red fluor; F = ERK AVP inh; G = Ub-GFP proteasome; H = Fluorescein fluor; I = Hsp90 Hop PPI; J = A350 fluor; K = Luciferase inh
1. O=C(CCCn1c(=O)[nH]c2cc(Cl)ccc2c1=O)N1CCC2(CC1)OCCO2
  A: -0.1%; B: ?; C: 5%; D: 0%; E: i; F: -11%; G: -1%; H: i; I: -1%; J: ?; K: 2%
2. NC[C@H](O)c1cc(O)c(O)cc1F
  A: 0.6%; B: i; C: 6%; D: 0%; E: i; F: -9%; G: 2%; H: ?; I: -20%; J: i; K: 0%
3. CN(CCC(=O)O)C1=Nc2ccc(Cl)cc2C(c2ccccc2)=[N+]([O-])C1
  A: -1.9%[9.22 µM]; B: i; C: 3%[7.6 µM]; D: -3%[9.22 µM]; E: i; F: -4%[11.5 µM]; G: 2%[9.17 µM]; H: ?; I: -4%[11 µM]; J: i; K: 2%[11.4 µM]
4. CSC1=NP(=S)(SC)N2CCCC2=C1C#N (configuration not stated)
  A: 5.9%[0.369 µM]; B: i; C: 5%; D: -2%; E: i; F: -23%; G: /; H: ?; I: 0%; J: i; K: 0%
5. COc1ccc(S(=O)(=O)NC(CC(=O)N2CCC3(CC2)OCCO3)c2ccco2)cc1 (configuration not stated)
  A: 0.3%; B: i; C: ?; D: 0%; E: i; F: 9%; G: 0%; H: i; I: 0%; J: i; K: 1%
6. O=C(c1csc2c1CCCCC2)N1CCC2(CC1)OCCO2
  A: -1.4%; B: i; C: -1%; D: 0%; E: i; F: 2%; G: 7%; H: i; I: -2%; J: i; K: 2%
7. O=C(NC1(C(F)(F)F)Oc2ccc(Cl)cc2O1)N1CCC2(CC1)OCCO2 (configuration not stated)
  A: -4.3%; B: i; C: ?; D: 1%; E: i; F: 8%; G: -11%; H: i; I: -6%; J: i; K: 1%
8. CC1(C)CSC(Nc2ccc(F)c(Cl)c2)=N1
  A: -0.2%[57.5 µM]; B: i; C: ?; D: -2%; E: i; F: 2%; G: 5%; H: ?; I: 0%; J: i; K: 0%
9. C[N+]1([O-])[C@@H]2CC[C@H]1CC(OC(=O)[C@@H](CO)c1ccccc1)C2 (some centres not stated)
  A: 1.1%[20.6 µM]; B: i; C: -4%[17.1 µM]; D: -1%[20.6 µM]; E: ?; F: -8%[25.7 µM]; G: -9%[20.5 µM]; H: ?; I: -4%[26 µM]; J: i; K: 3%[25.5 µM]
10. c1ccc2c(CCNC3=NCCC3)c[nH]c2c1
  A: 0.3%[57.5 µM]; B: i; C: ?; D: 6%; E: i; F: -14%; G: 0%; H: i; I: -7%; J: i; K: 4%
11. O=C(Cn1cc(C(=O)c2ccccc2F)c2ccccc21)NCc1ccco1
  A: 0.0%; B: i; C: ?; D: 3%; E: i; F: -16%; G: -2%; H: ?; I: -3%; J: i; K: 1%
12. c1cncc([C@H]2CCCCN2)c1
  A: /; B: 2.1e-08M*; C: -16%; D: -7%[9.22 µM]; E: i; F: 16%; G: 7%; H: ?; I: ?; J: 2.1e-08M*; K: 2%[11.4 µM]
13. CCOC(=O)C1=C(N)OC(C)=C(C(=O)OCCOC)C12C(=O)Nc1ccccc12 (configuration not stated)
  A: -3.2%; B: i; C: ?; D: 2%; E: ?; F: -10%; G: -3%; H: i; I: -1%; J: i; K: 1%
14. CCOC(=O)c1cncn1C(C)c1ccccc1 (configuration not stated)
  A: 5.3%; B: i; C: ?; D: -2%; E: i; F: 17%; G: 4%; H: i; I: ?; J: ?; K: 4%
15. COC(=O)c1c(N)n(Cc2ccc(OC)cc2)c2nc3ccccc3nc12
  A: 2.4%; B: 3.3e-06M*; C: 16µM*; D: -3%; E: ?; F: -26%; G: 2%; H: i; I: 25%; J: 4e-06M*; K: -8%

Part of the list above, in transposed form:
(5) COc1ccc(S(=O)(=O)NC(CC(=O)N2CCC3(CC2)OCCO3)c2ccco2)cc1 (configuration not stated)
(6) O=C(c1csc2c1CCCCC2)N1CCC2(CC1)OCCO2
(7) O=C(NC1(C(F)(F)F)Oc2ccc(Cl)cc2O1)N1CCC2(CC1)OCCO2 (configuration not stated)
(8) CC1(C)CSC(Nc2ccc(F)c(Cl)c2)=N1
(9) C[N+]1([O-])[C@@H]2CC[C@H]1CC(OC(=O)[C@@H](CO)c1ccccc1)C2 (some centres not stated)
(10) c1ccc2c(CCNC3=NCCC3)c[nH]c2c1
(11) O=C(Cn1cc(C(=O)c2ccccc2F)c2ccccc21)NCc1ccco1
(12) c1cncc([C@H]2CCCCN2)c1
entry no. | 5 | 6 | 7 | 8 | 9 | 10 | 11 | 12
HBB splicing | 0.3% | -1.4% | -4.3% | -0.2%[57.5 µM] | 1.1%[20.6 µM] | 0.3%[57.5 µM] | 0.0% | /
4MU fluor | i | i | i | i | i | i | i | 2.1e-08M*
CRE Fsk mod | ? | -1% | ? | ? | -4%[17.1 µM] | ? | ? | -16%
Epigenetic mod | 0% | 0% | 1% | -2% | -1%[20.6 µM] | 6% | 3% | -7%[9.22 µM]
Texas Red fluor | i | i | i | i | ? | i | i | i
ERK AVP inh | 9% | 2% | 8% | 2% | -8%[25.7 µM] | -14% | -16% | 16%
Ub-GFP proteasome | 0% | 7% | -11% | 5% | -9%[20.5 µM] | 0% | -2% | 7%
Fluorescein fluor | i | i | i | ? | ? | i | ? | ?
Hsp90 Hop PPI | 0% | -2% | -6% | 0% | -4%[26 µM] | -7% | -3% | ?
A350 fluor | i | i | i | i | i | i | i | 2.1e-08M*
Luciferase inh | 1% | 2% | 1% | 0% | 3%[25.5 µM] | 4% | 1% | 2%[11.4 µM]

Continuation.
Letters – A = HBB splicing; B = 4MU fluor; C = CRE Fsk mod; D = Epigenetic mod; E = Texas Red fluor; F = ERK AVP inh; G = Ub-GFP proteasome; H = Fluorescein fluor; I = Hsp90 Hop PPI; J = A350 fluor; K = Luciferase inh
16. O=C(Cn1ncc2c3ccccc3n(Cc3cccc(Cl)c3)c2c1=O)N1CCC2(CC1)OCCO2
  A: 0.1%; B: i; C: ?; D: 1%; E: ?; F: -11%; G: 4%; H: 2.5e-08M*; I: -7%; J: i; K: 1%
17. CN(C)[C@@H]1C(=O)C(C(N)=O)=C(O)[C@@]2(O)C(=O)C3=C(O)c4c(O)ccc(Cl)c4[C@@](C)(O)C3C[C@@H]12 (some centres not stated)
  A: /; B: i; C: /; D: 6%[20.6 µM]; E: i; F: /; G: /; H: ?; I: /; J: ?; K: 0%[25.5 µM]
18. C=CCN1CCC2(C)c3cc(O)ccc3C[C@H]1[C@H]2C
  A: -0.3%&1.5%; B: ?; C: -5%&-1%&7%; D: 0%&-3%&-1%; E: ?; F: 5%&-4%&1%; G: 2%&-1%&2%; H: ?; I: -5%&-2%&-3%; J: ?; K: -3%&1%&2%
19. C=CCn1c(O)c(C(C)=Nc2ccc(N(CC)CC)cc2)c(=O)[nH]c1=O
  A: 3.6%[1.84 µM]; B: i; C: ?; D: 0%; E: i; F: -20%; G: 1%; H: i; I: -10%; J: i; K: 0%
20. O=c1c2ccccc2[se]n1-c1ccccc1
  A: 0.3%[20.6 µM]; B: ?; C: ?; D: 8%[20.6 µM]; E: i; F: ?; G: 4%[20.5 µM]; H: ?; I: ?; J: ?; K: 16µM*

Copied from above: compounds 16 to 17
Letters – A = HBB splicing; B = 4MU fluor; C = CRE Fsk mod; D = Epigenetic mod; E = Texas Red fluor; F = ERK AVP inh; G = Ub-GFP proteasome; H = Fluorescein fluor; I = Hsp90 Hop PPI; J = A350 fluor; K = Luciferase inh
16. O=C(Cn1ncc2c3ccccc3n(Cc3cccc(Cl)c3)c2c1=O)N1CCC2(CC1)OCCO2
  A: 0.1%; B: i; C: ?; D: 1%; E: ?; F: -11%; G: 4%; H: 2.5e-08M*; I: -7%; J: i; K: 1%
17. CN(C)[C@@H]1C(=O)C(C(N)=O)=C(O)[C@@]2(O)C(=O)C3=C(O)c4c(O)ccc(Cl)c4[C@@](C)(O)C3C[C@@H]12 (some centres not stated)
  A: /; B: i; C: /; D: 6%[20.6 µM]; E: i; F: /; G: /; H: ?; I: /; J: ?; K: 0%[25.5 µM]
